FBW7 act – FBW7 E3 ligase activators, primary screen, biochemical, AlphaScreen, human. 650,000 tested, 0.13% active. AID 1259310, 2017. AlphaScreen FBW7–phospho-cyclin E peptide binding, activator screen. normalized activity (activation), % at 26.1 µM. F-box/WD repeat-containing protein 7 (Homo sapiens), Q969H0; in the data active = normalized activity above about 1.9%;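 also: purified mutant Fbw7 with reduced substrate affinity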
Target sequence (Q969H0 whole entry, looked up): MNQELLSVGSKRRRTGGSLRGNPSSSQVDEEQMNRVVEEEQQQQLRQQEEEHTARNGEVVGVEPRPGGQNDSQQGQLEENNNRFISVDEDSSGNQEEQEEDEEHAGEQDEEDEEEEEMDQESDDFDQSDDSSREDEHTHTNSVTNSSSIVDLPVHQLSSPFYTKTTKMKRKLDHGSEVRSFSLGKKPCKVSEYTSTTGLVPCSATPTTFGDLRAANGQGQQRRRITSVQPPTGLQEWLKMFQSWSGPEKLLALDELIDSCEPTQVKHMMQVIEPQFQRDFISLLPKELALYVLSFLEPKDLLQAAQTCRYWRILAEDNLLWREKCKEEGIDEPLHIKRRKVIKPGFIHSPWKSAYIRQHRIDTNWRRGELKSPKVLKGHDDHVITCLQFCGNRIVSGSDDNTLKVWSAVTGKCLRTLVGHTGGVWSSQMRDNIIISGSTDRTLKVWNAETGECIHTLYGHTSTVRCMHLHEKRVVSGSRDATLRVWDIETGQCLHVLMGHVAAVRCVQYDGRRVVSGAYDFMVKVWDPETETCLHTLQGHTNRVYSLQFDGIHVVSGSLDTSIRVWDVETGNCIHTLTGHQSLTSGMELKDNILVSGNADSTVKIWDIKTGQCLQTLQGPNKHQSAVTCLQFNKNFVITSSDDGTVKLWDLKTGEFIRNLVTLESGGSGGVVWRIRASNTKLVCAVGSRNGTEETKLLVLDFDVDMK
TEAD-YAP inh – TEAD-YAP interaction inhibition, primary screen, TEAD-YAP interaction inhibitor project, luminescence, HEK-TIYL cells. TEAD-Gal4/YAP UAS-luciferase luminescence. inhibition, % at 9.12 µM. 640,000 tested, 1.4% active; in the data active = inhibition above about 32%;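 also: 0% = median of test compound wells and 100% = reference inhibitor wells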
MITF primary – MITF inhibitors, primary screen, biochemical, AlphaScreen, human; Microphthalmia-associated transcription factor (Homo sapiens), O75030; AlphaScreen MITF homodimerization, bead proximity signal; inhibition, % at 2.6 µM; 650,000 tested, 0.91% active; AID 1259374, 2018; in the data active = inhibition above about 50%;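 also: 0% = vehicle wells with protein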
GPR151 ag – activators of human GPR151, primary screen, cell-based, PathHunter beta-arrestin, luminescence | G-protein coupled receptor 151 (Homo sapiens), Q8TDV0 | PathHunter beta-arrestin GPR151 cells | activation, % at 11.2 µM | 650,000 tested, 1% active; in the data active = activation above about 4.9%;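 also: 0% = median of compound wells and 100% = cells with positive control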
Target sequence (Q8TDV0 whole entry, looked up): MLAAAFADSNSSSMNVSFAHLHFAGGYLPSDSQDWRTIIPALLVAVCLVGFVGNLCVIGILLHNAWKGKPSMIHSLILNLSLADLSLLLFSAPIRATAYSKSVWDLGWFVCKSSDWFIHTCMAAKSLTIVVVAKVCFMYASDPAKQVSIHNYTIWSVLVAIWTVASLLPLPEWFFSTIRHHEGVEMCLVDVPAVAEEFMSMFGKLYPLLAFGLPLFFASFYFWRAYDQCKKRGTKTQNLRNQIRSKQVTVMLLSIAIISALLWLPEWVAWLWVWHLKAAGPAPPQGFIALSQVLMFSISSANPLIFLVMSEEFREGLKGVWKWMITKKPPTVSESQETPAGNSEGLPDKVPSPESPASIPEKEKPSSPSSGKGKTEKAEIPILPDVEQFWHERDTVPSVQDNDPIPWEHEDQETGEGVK
* hit, by the source's call; & = joins results of further samples.

Values run as follows: FBW7 act	TEAD-YAP inh	MITF primary	GPR151 ag
O=C1NC(=O)C(=Cc2ccc(-c3cc(Cl)c([N+](=O)[O-])cc3Cl)o2)C(=O)N1
→ -1.0	7	-16	1.1
CCc1ccccc1NC(=O)C/C(C)=N\NC(=O)c1ccccc1O
→ 0.1	-47	-15	1.5
COc1ccc(-c2nc(N3CCN(c4ccccc4F)CC3)c3ccccc3n2)cc1OC
→ 0.1	8	6	-0.7
Cc1ccc(C(=O)N(C)C2CCS(=O)(=O)C2)cc1C (stereo unspecified)
→ 0.5	6	-11	1.1
CCOc1ncccc1C(=O)N=c1sccn1C
→ -0.1	-4	3	1.0
COCCSc1nnc(NC(=O)c2ccccc2C)s1
→ -0.2	-37	0	-5.3
Cc1ccc(OCCN2CCNCC2)c([N+](=O)[O-])c1
→ -0.1	-20	50	0.4
O=C(CN1C(=O)CC(c2ccccc2)Sc2ccccc21)NCc1ccccc1 (stereo unspecified)
→ -0.1	7	0	-0.2
COc1ccc(NC(=O)/C(C#N)=C/c2ccc(-c3ccc(C(=O)O)cc3)o2)cc1
→ 0.2	5	24	0.7
CCCc1nnc(NC(=O)c2cccnc2)s1
→ -0.1	-4	-8	-0.4
N#CN/C(=N/S(=O)(=O)c1ccc(Cl)cc1)c1ccccc1
→ 0.3	8	1	1.8
COCc1ccc(C(=O)NCc2nnc3n2CCN(Cc2ccc(F)c(OC)c2)CC3)o1
→ 0.1	-10	-11	-0.4
Cc1c(C(=O)NC2CCN(Cc3ccccc3)CC2)sc2nc3n(c(=O)c12)CCCC3
→ 0.2	8	4	-1.0
COc1ccc(NC(=O)NCC(c2ccc3c(c2)CCCN3C)N2CCN(C)CC2)cc1 (stereo unspecified)
→ -0.3	-7	3	-0.8
CCc1cc(N2CCCC2)n2nc3nc(C)cc(C)c3c2n1
→ 1.1	3	-1	0.5
CCN=c1scc(-c2cccs2)n1/N=C/c1cc(OC)ccc1O
→ 0.1	-10	8	0.3
O=C1CCCCC1Oc1ccc2ccc(=O)oc2c1 (stereo unspecified)
→ 0.1	-7	11	0.2
COc1cc(OC)cc(C(=O)Nc2nc(-c3ccc(C)cc3)c(-c3ccccc3)s2)c1
→ 0.1	5	1	1.1
COc1ccc(NC(=O)CSc2nc3ccccc3c(=O)n2CCc2ccc(S(N)(=O)=O)cc2)c(OC)c1
→ 0.1	14	23	1.1
COc1ccc(CC(=O)Nc2cc(Nc3ccccc3C(N)=O)c(C(F)(F)F)cn2)cc1
→ 0.2	98*	-2	-1.7
O=C(CNC(=O)c1ccco1)N/N=C/c1ccc([N+](=O)[O-])c(O)c1
→ 0.8	-8	13	-0.5
CC(C)n1nccc1NC(=O)COC(=O)c1ccc(NC(N)=O)cc1
→ -0.1	5	11	0.1
O=C(N[C@H]1C[C@H]2C(=O)N3CCC[C@@H]3C(=O)N2C1)c1cc(F)ccc1F
→ 0.7	-22	7	-2.4
CN(C(=S)NCc1ccccc1)c1ccc(O)cc1
→ 0.0	14	13	-1.1
COc1ccc(-c2csc(-c3cc4cc(OC)ccc4oc3=O)n2)cc1
→ 0.2	0	-2	-0.8
O=C(/C=C/c1ccc(Br)cc1)Nn1c(-c2cccs2)nc2ccccc2c1=O
→ 0.2	-9	-5	-1.2
Cc1nnc2ccc(SCC(=O)N[C@@H]3CCCC[C@H]3c3ccccc3)nn12
→ 0.1	-4	13	1.1
O=C(NC1CCN(Cc2ccccc2)CC1)C1CCN(c2ccc(NCc3cccnc3)nn2)CC1
→ -0.2	8	-2	-0.6
CCOC(=O)C1=C(C)OC(N)=C(C#N)C1c1ccc(Cl)cc1Cl (stereo unspecified)
→ -0.2	9	3	0.8
CNC(=O)CSc1nnc(-c2cccs2)o1
→ 0.0	2	3	1.3
C/C(=N\Nc1ccc(S(=O)(=O)Nc2ccccc2)cc1[N+](=O)[O-])c1cccnc1
→ 0.2	0	13	-0.9
COCCNC(=O)c1cccc(OC2CCN(Cc3cc4ccccc4o3)CC2)c1
→ -0.1	16	-7	4.7
CN1CCN(c2ccc([N+](=O)[O-])c(NC3C4CC5CC(C4)CC3C5)c2)CC1 (stereo unspecified)
→ -0.6	0	19	2.5
Cc1cc(S(=O)(=O)NCC2CC2)ccc1-n1cnnn1
→ 0.0	7	6	-1.0
COCCCNCCCOc1ccc(OCc2ccccc2)cc1
→ -0.1	-11	54*	0.4
O=C(/C=C\Nc1nc2ccccc2s1)c1ccc(Cl)cc1
→ 0.1	-7	10	-0.5
COc1cccc(N2C(=O)C3ON(c4ccccc4)C(c4cccs4)C3C2=O)c1 (stereo unspecified)
→ 0.2	6	7	-1.1
CC(C)(C)c1ccc(CNc2ccc([N+](=O)[O-])cn2)cc1
→ 0.5	-19	9	-1.4
CC(C)N1CCc2c(sc(N)c2C#N)C1
→ -0.1	7	14	-1.2
COc1cc(-c2ncnn2-c2ccc(Cl)c(C)c2)ccc1OCc1ccccc1
→ 0.1	-22	-2	-0.6
O=C(CSc1nc2ccccc2c(=O)n1Cc1ccccc1)N1CCCC1
→ 0.3	-4	2	-2.1
Cc1cc(C(=O)NCCN=C2NS(=O)(=O)c3ccccc32)ccc1[N+](=O)[O-]
→ 0.0	-5	1	0.6
CCOC(=O)N1CCN(C(=O)c2ccc3c(c2)NC(=O)C(CSCc2ccccc2Cl)N3)CC1 (stereo unspecified)
→ -0.3	-2	1	-0.7
CCC(Sc1nc(NCCOC)c2ccccc2n1)C(=O)NCc1ccco1 (stereo unspecified)
→ -0.1	-17	5	-1.6
Cc1c(NC(=O)CCCCCN2C(=O)c3ccccc3C2=O)c(=O)n(-c2ccccc2)n1C
→ 0.1	0	15	0.4
Cc1[nH]n(-c2ccccc2)c(=O)c1C(c1ccco1)c1c(C)[nH]n(-c2ccccc2)c1=O
→ -0.8	-5	-2	-0.9
Cn1c2ccc(F)cc2c2nnc(SCC(N)=O)nc21
→ 0.1	-14	-10	1.9
Cc1cc(-c2ncn(-c3ccc(Nc4ncc5ccc(-c6cnn(C)c6)cc5n4)cc3)n2)ccn1
→ 0.6	88*	27	-2.7
CCN1CCN(C(c2ccc3ncccc3c2)c2nnnn2C2CCCC2)CC1 (stereo unspecified)
→ 0.0	-8	-10	1.5
Nn1cnnc1SCc1ccc(Cl)cc1
→ -0.1	1	14	-0.4

New compounds follow
Values run as follows: FBW7 act	TEAD-YAP inh	MITF primary	GPR151 ag
CCOC(=O)c1ccc(OCC2c3cc(OC)c(OC)cc3CCN2C(=O)c2ccccc2)cc1 (stereo unspecified)
→ -0.1	-1	2	-0.8
COc1ccc(NC(=O)N2CCCC(C(=O)NCC3CCCCC3)C2)cc1 (stereo unspecified)
→ -0.1	-1	3	0.4
O=S(=O)(/N=C/c1c[nH]c2ccccc12)c1ccccc1
→ 0.2	11	13	0.8
c1csc(-c2cnc(N3CCOCC3)nc2)c1
→ 0.1	8	-4	-8.7
O=C1CCCN1CCn1cnc2c(NCc3cccc(C(F)(F)F)c3)nc(NC3CCC(O)CC3)nc21 (stereo unspecified)
→ 0.0	-5	18	-1.2
Cc1cc(C)nc(SCC(=O)Nc2nc3c(s2)CC(C)CC3)n1 (stereo unspecified)
→ 0.2	9	9	-0.7
COc1ccc(OC)c(CCNC(=O)C2=C(C)C(=O)OC23CCC(C)CC3)c1 (stereo unspecified)
→ -0.1	3	26	0.2
COc1ccc(C(=O)Nc2cc(Oc3ccccc3)cc([N+](=O)[O-])c2)cc1
→ 0.6	20	-3	-0.4
O=Cc1cc(Br)cc(Br)c1O
→ 0.0	-5	-4	1.1
O=C(NCC(c1ccc2c(c1)OCO2)N1CCN(c2ccccc2)CC1)Oc1ccccc1 (stereo unspecified)
→ -0.1	5	7	0.6
CCNC(=S)NNC(=O)c1cccc(Br)c1
→ 0.2&0.0	-2&-4	8&-7	0.0&0.7
COc1cccc(C(=O)NCc2nnc(SCC(=O)Nc3nccs3)n2-c2cccc(C(F)(F)F)c2)c1
→ 0.4	-3	7	-1.4
Cc1cc2c(s1)c1cnn(C)c(=O)c1n2C
→ 0.2	-11	8	0.1
Clc1ccc(-n2cc(-c3ccccc3)c3c(NCc4ccc5c(c4)OCO5)ncnc32)cc1
→ -0.1	-3	10	1.0
Cc1ccc(NC(=O)C(=O)NCCO)cc1Cl
→ 0.1	-7	7	2.4
O=C(c1cccc(F)c1)N1CCN(S(=O)(=O)c2ccccc2[N+](=O)[O-])CC1
→ 0.1	5	1	-0.6
COc1ccc(S(=O)(=O)N(C)C2CCN(C)CC2)cc1
→ 0.1	2	5	0.3
CC(C)c1cc(C(=O)Nc2cccnc2)no1
→ 0.3	-23	-6	-7.1
CCC12c3ccccc3C(c3ccccc31)C1C(=O)N(c3ccc(Cl)c(C(=O)OC)c3)C(=O)C12 (stereo unspecified)
→ -0.2	-16	5	0.2
CCNc1ncc(C(=O)NCCc2ccc(OC)cc2)s1
→ 0.0	1	4	1.5

Looked up above.
For GPR151 ag, `Cc1ccc(NC(=O)C(=O)NCCO)cc1Cl` reads 2.4
For TEAD-YAP inh, `COc1cccc(C(=O)NCc2nnc(SCC(=O)Nc3nccs3)n2-c2cccc(C(F)(F)F)c2)c1` reads -3
For MITF primary, `CCNC(=S)NNC(=O)c1cccc(Br)c1` reads 8&-7
For GPR151 ag, `CC(C)c1cc(C(=O)Nc2cccnc2)no1` reads -7.1
For GPR151 ag, `Clc1ccc(-n2cc(-c3ccccc3)c3c(NCc4ccc5c(c4)OCO5)ncnc32)cc1` reads 1.0

Following part:
Values run as follows: FBW7 act	TEAD-YAP inh	MITF primary	GPR151 ag
Cc1nc2ccc(S(=O)(=O)NCc3ccc(C(C)(C)C)cc3)cc2s1
→ 0.1	8	-5	2.1
COc1ccc(-c2nc3ccc(C(=O)NCc4ccc(Cl)cc4)cc3nc2-c2ccc(OC)cc2)cc1
→ 0.2	1	9	-0.1
C#CCOC(=O)c1cc([N+](=O)[O-])ccc1Cl
→ -0.1	-2	-5	-0.7
COc1ccc(C2C(C(=O)N3CCN(c4ccccc4)CC3)CCC(=O)N2c2ccc(OC)cc2)cc1 (stereo unspecified)
→ 0.0	-6	4	1.1
CCOc1ccc(-c2noc(COc3ccccc3)n2)cc1OC
→ -0.1	7	-1	0.9
CN(Cc1cccs1)C(=O)COC(=O)CNC(N)=O
→ 0.1	-9	-6	2.4
COc1ccc2c(c1)CC(C1(O)C(=O)N(C)c3ccccc31)C2=O (stereo unspecified)
→ -0.1	-2	-4	0.6
COc1ccccc1C1(O)CCN(CC(=O)NC2CC2)CC1
→ 0.5	4	1	-0.4
COc1ccc(CCNc2cc(-c3ccc(C(=O)NC4CC4)cc3)ncn2)cc1
→ -0.1	4	4	-1.3
CCCC12CN3CC(C)(CN(C1)C31C(=O)Nc3ccccc31)C2=O (stereo unspecified)
→ -0.1	1	5	0.1
O=C1c2ccccc2C(=O)C1C1c2ccccc2Oc2ccccc21
→ -0.1	-2	1	-0.4
O=C(CSc1nc2ccccc2c(=O)n1CC1CCC(C(=O)NCc2ccccc2Cl)CC1)c1ccc(Cl)cc1 (stereo unspecified)
→ 0.0	7	-1	0.1
COc1ccc(OC)c(Nc2nc(-c3ccc(OC)c(OC)c3)no2)c1
→ -0.1	-8	5	-1.2
CCCCc1ccc(C(=O)N/C(=C\c2ccc(F)cc2)C(=O)Nc2cccc(C)c2)cc1
→ 0.1	-11	-5	-0.2
COc1ccccc1Nc1ncc(F)c(N2CCOCC2)n1
→ 0.0	-5	-29	-0.2
COc1ccc(Sc2ccc(C(=O)N3CCCC(C)C3)cc2[N+](=O)[O-])cc1 (stereo unspecified)
→ -0.3	6	4	0.6
CCN(CC)c1nc(NCCCN2CCCC2=O)nc(N2CCN(Cc3ccc4c(c3)OCO4)CC2)n1
→ 0.0	5	3	-0.7
CCOC(=O)c1c(NC(=O)c2ccc(S(=O)(=O)N3CCC(C)CC3)cc2)sc2c1CCN(C(C)C)C2
→ 0.0	2	2	-0.6
COc1ccc(CCNc2nc(Nc3cccc(N(C)C)c3)nc3c2ncn3Cc2ccc(C(F)(F)F)cc2)cc1
→ 0.2	-2	21	-1.0
O=C(Cc1cccs1)N/N=C\C=N/NC(=O)Cc1cccs1
→ -0.1	1	2	2.4
O=C(NCCC1=CCCCC1)Nc1ccc([N+](=O)[O-])cc1
→ 0.1	-49	22	0.2
COc1cc(C(=O)Oc2ccc3c(c2)oc(=O)c2ccccc23)cc(OC)c1OC
→ -0.2	12	3	-0.4
Cc1cc(C)cc(NS(=O)(=O)c2ccc(F)cc2)c1
→ 0.1	3	8	1.1
CCCCOc1ccc(/C=C/C(=O)NCCOC)cc1
→ 0.0	-25	-3	-1.0
CCOc1ccc(C(C)=O)cc1N1C(=O)C2C(C1=O)C1C=CC2C12CC2 (stereo unspecified)
→ 0.2	17	13	0.4
Cc1cccc(NC(=O)CN2CCC(c3nnc(-c4ccco4)s3)CC2)c1C
→ 0.6	18	8	-1.7
O=C(CSc1nc2ccc(N3C(=O)c4ccccc4C3=O)cc2s1)Nc1ccc(Br)cc1
→ 0.4	-4	10	-1.6

Three structures already listed, arranged by molecular weight, low to high.
Values run as follows: FBW7 act	TEAD-YAP inh	MITF primary	GPR151 ag
Cc1cc(C)cc(NS(=O)(=O)c2ccc(F)cc2)c1
→ 0.1	3	8	1.1
O=C(NCCC1=CCCCC1)Nc1ccc([N+](=O)[O-])cc1
→ 0.1	-49	22	0.2
CCOc1ccc(C(C)=O)cc1N1C(=O)C2C(C1=O)C1C=CC2C12CC2 (stereo unspecified)
→ 0.2	17	13	0.4

Bioassay records (PubChem)
